Screening data deposited in PubChem BioAssay by several laboratories.
OPRM1-OPRD1 ag = OPRM1-OPRD1 heterodimerization agonism | cells, luminescence | activation, % at 9.3 µM | 0.3% of 340,000 active | AID 504326; in the data active means activation above about 18%;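 further: 0% = vehicle-treated cells and 100% = reference agonist; values of inactives mirror those of a sister screen read the other way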
HTR5A inv ctr = counter-screen for OPRM1-OPRD1 inverse agonists: human HTR5A inverse agonism | 0.083% of 340,000 active | P47898 | inhibition, % at 9.3 µM | HTR5A cell line, luminescence; in the data active means inhibition mostly above about 23%, no sharp cut-off; inactive means mostly below about 18%;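 further: 0% = cells with DMSO and 100% = no-cell wells with DMSO; some compounds called inactive have numbers as strong as hits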
HTR5A ag ctr = activates human HTR5A in OPRM1-OPRD1 agonist counter-screen. HTR5A agonist assay, luminescence, cell-based. activation, % at 9.3 µM. 0.61% of 340,000 active; in the data active means activation mostly above about 9.5%, no sharp cut-off; inactive means mostly below about 7.6%;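 further: 0% = cells with vehicle only and 100% = reference agonist; strong numbers were not always called active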
RTF Ca sens inh = cardiac RTF calcium desensitization; P19429+P45379; IANBD-labeled cardiac RTF, Ca2+ fluorescence; inhibition, % at 7.15 µM; 0.12% of 340,000 active; AID 493244;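 active means inhibition above the mean inhibition of all tested compounds plus 3 SD, cut at about 17% in these data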;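 further: assay run at fixed EC70 calcium of 1.6 mM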
RTF Ca sens act = increases calcium sensitivity of human cardiac regulated thin filaments; 0.24% of 340,000 active; activation, % at 7.2 µM; IANBD-labeled TnC RTF fluorescence at EC20 calcium; 0% EC20 calcium, 100% full calcium;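 active means activation above the mean over all tested compounds plus 3 SD, cut at about 30% in these data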;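 further: rise in fluorescence read as greater calcium sensitivity of cardiac thin filaments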
Keap1 Nrf2 FP = disrupts human Keap1 binding to Nrf2 peptide. Keap1 Kelch-Nrf2 peptide fluorescence polarization, 1536-well. inhibition, % at 9.4 µM. 0.15% of 340,000 active. AID 504523; in the data active means inhibition above about 12%;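 further: human Keap1 Kelch domain with fluorescein labeled Nrf2 9mer peptide probe; 0% = neutral control wells and 100% = peptide positive control; higher means more block of Keap1 binding to Nrf2 peptide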
C-LANA FP = KSHV C-LANA DNA binding inhibition; MBP-C-LANA/FAM-LBS DNA binding, fluorescence polarization; inhibition, % at 9 µM; 0.078% of 340,000 active;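 active means highest replicate inhibition at or above 60% at 9 µM, even if other replicates fall short; inactive means all replicates below 60% inhibition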;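 further: 0% = neutral control wells and 100% = 4 µM acridine orange control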
V-ATPase pH = regulators of yeast V-ATPase proton transport | S. cerevisiae, pHLuorin cytosolic pH fluorescence | response, % at 10 µM | 0.37% of 350,000 active; in the data active means response mostly above about 7.3%, no sharp cut-off; inactive means mostly below about 5.4%; further: actives read high; inactives centre near 0; some compounds called inactive have numbers as strong as hits; reference of the scale not given here
CAL PDZ FP = inhibitors of human CAL PDZ peptide binding; purified CAL PDZ, TMR-peptide fluorescence polarization, 1 h; inhibition, % at 24.9 µM; 0.92% of 300,000 active; AID 602252;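 active means mean inhibition of at least 30% with at least half of replicates also reaching 30%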;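 further: 0% = DMSO neutral control and 100% = excess unlabeled competitor peptide PRC23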
OPRM1-OPRD1 inv = inverse agonists of human mu-delta opioid receptor heterodimerization. 0.21% of 340,000 active. inhibition, % at 9.3 µM. cell-based MOR-DOR heterodimer luminescence, inverse agonism. AID 504357; in the data active means inhibition above about 22%, passing the limit was not always enough;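 further: 0% = cells with DMSO and 100% = wells without cells with DMSO; values of inactives mirror those of a sister screen read the other way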
An asterisk follows results filed as active; nt = no result given.

SMILES	OPRM1-OPRD1 ag	HTR5A inv ctr	HTR5A ag ctr	RTF Ca sens inh	RTF Ca sens act	Keap1 Nrf2 FP	C-LANA FP	V-ATPase pH	CAL PDZ FP	OPRM1-OPRD1 inv
O=C(CSc1nnc(-c2ccncc2)o1)N1CCCC1	-1.7	4	-6	-6	2	-5	1.2	0	-3	9
Cc1c(CCC(=O)NCCCCCC(=O)O)c(=O)oc2c(C)c3oc4c(c3cc12)CCCC4	-2.6	10	-3	-6	-3	2	-2.7	-1	-14	12
CCOc1cc2c(cc1OC)C(NC(=O)C(F)(F)F)CC2=O (stereo not drawn)	-1.3	2	2	-4	0	2	4.9	4	3	7
CC1(C)CC(=O)C2=C(C1)c1c(ccc3ncccc13)NC2c1cccs1 (stereo not drawn)	-0.7	-4	1	0	0	-3	0.2	0	-3	3
CCN(CC)S(=O)(=O)c1ccc(NC(=S)Nc2ccc(F)cc2)cc1	-0.4	18	-5	-8	0	1	-0.1	2	-2	2
Cc1ccc(CNC(=O)CN2C(=O)CSc3ccc(S(=O)(=O)N4CCC(C)CC4)cc32)cc1	-2.1	1	0	-4	-2	-2	0.2	-4	2	11
O=C(NCC(c1ccco1)N1CCc2ccccc2C1)c1ccc(F)cc1 (stereo not drawn)	-1.2	-7	3	2	-5	-1	-1.9	-6	nt	6
Cc1coc(C)c1C(=O)Nc1ccc2ccccc2c1	-1.6	-3	0	4	-6	2	-2.2	-2	nt	8
CCCCCCCC(=O)NNC(=O)c1c(O)c2ccccc2n(CC)c1=O	0.1	-15	6	-6	2	-1	0.0	1	-1	0
CC(C)C(=O)N1CCN(C2=NS(=O)(=O)c3ccccc32)CC1	-1.5	-7	0	-4	-4	-2	2.9	6	0	8

Limited to HTR5A ag ctr, for 4 of the compounds above:
SMILES | HTR5A ag ctr
Cc1coc(C)c1C(=O)Nc1ccc2ccccc2c1 | 0
CCCCCCCC(=O)NNC(=O)c1c(O)c2ccccc2n(CC)c1=O | 6
CC(C)C(=O)N1CCN(C2=NS(=O)(=O)c3ccccc32)CC1 | 0
CCOc1cc2c(cc1OC)C(NC(=O)C(F)(F)F)CC2=O (stereo not drawn) | 2

Among those listed so far, these have two or more sulfur atoms.
SMILES	OPRM1-OPRD1 ag	HTR5A inv ctr	HTR5A ag ctr	RTF Ca sens inh	RTF Ca sens act	Keap1 Nrf2 FP	C-LANA FP	V-ATPase pH	CAL PDZ FP	OPRM1-OPRD1 inv
CCN(CC)S(=O)(=O)c1ccc(NC(=S)Nc2ccc(F)cc2)cc1	-0.4	18	-5	-8	0	1	-0.1	2	-2	2
Cc1ccc(CNC(=O)CN2C(=O)CSc3ccc(S(=O)(=O)N4CCC(C)CC4)cc32)cc1	-2.1	1	0	-4	-2	-2	0.2	-4	2	11

Additional entries
SMILES	OPRM1-OPRD1 ag	HTR5A inv ctr	HTR5A ag ctr	RTF Ca sens inh	RTF Ca sens act	Keap1 Nrf2 FP	C-LANA FP	V-ATPase pH	CAL PDZ FP	OPRM1-OPRD1 inv
COC(=O)CNc1nc(-c2ccccc2F)nc2ccccc12	-1.8	-35	-2	-3	-1	1	-0.9	0	0	10
Brc1ccc(OCc2nnnn2-c2ccccc2)cc1	-1.9	11	-4	-9	3	-2	-0.8	-2	-2	9
CCc1ccc(OCCNC(=O)c2cccs2)cc1	0.7	-14	0	-14	-3	3	0.8	-2	7	-4
COc1ccc(CCn2c(C)cc(C(=O)COC(=O)c3ccc(NC(=O)CC#N)cc3)c2C)cc1	-0.7	6	3	-14	4	-5	-0.1	-3	-4	4
Cc1cc(C(=O)COC(=O)c2cccn2C)c(C)n1Cc1ccco1	0.0	-2	1	-10	-7	0	-0.2	0	-3	0
CCc1ccc(NC(=O)CS(=O)CC(=O)NC(C)CCc2ccco2)cc1 (stereo not drawn)	-1.2	-3	-3	3	3	1	0.0	0	-2	8
O=C(CCCCn1c(=S)[nH]c2ccsc2c1=O)NCc1ccco1	-0.3	-10	-2	-3	2	1	-1.6	-4	nt	2
NC(=O)C1CCN(CC(=O)Nc2ccccc2Sc2ccc(Cl)cc2)CC1	-2.7	-6	2	-7	0	-1	-0.7	3	-3	14
CC(NC(=O)c1ccc2c(c1)OCO2)C(c1cccs1)N1CCN(c2ccccc2)CC1 (stereo not drawn)	1.6	-18	7	0	-1	4	0.5	-2	-5	-8
COCCNC(=O)[C@H]1C[C@@H]1[C@H](NP(=O)(c1ccccc1)c1ccccc1)c1ccccc1	0.5	11	-1	-3	17	-4	-0.4	2	0	-3
CSc1ccccc1NC(=O)c1cnccn1	-1.0	7	2	-3	1	3	-1.6	9	1	5
COc1ccc(CCNC(=O)CC(C)(C)CC2=NS(=O)(=O)c3ccccc3N2)cc1OC	-1.2	4	1	-6	-3	0	1.8	-1	-2	7
COC(=O)C1C/C(=N\NS(=O)(=O)c2ccc(C)cc2)c2sccc2C1 (stereo not drawn)	-0.6	-7	2	1	13	-8	1.2	4	0	3
Cn1cnc(S(=O)(=O)Nc2ccc(OC(F)F)cc2)c1	-1.4	2	-5	9	11	-2	-0.2	-2	11	8
CC(=O)c1ccc(NC(=S)NC(=O)c2c(Cl)c(C)nn2C)cc1	-3.4	13	-2	-9	7	-3	1.3	-2	-9	18
O=c1ccc2ccc(O[C@@H]3O[C@H](CO[C@@H]4OC[C@](O)(CO)[C@H]4O)[C@@H](O)[C@H](O)[C@H]3O)cc2o1	-3.9	-1	1	-4	1	5	2.1	1	-1	22
Cc1ccc(CN(C)C(=O)COC(=O)CSc2ccc(C(N)=O)cc2[N+](=O)[O-])cc1	-0.6	9	-4	2	5	-6	0.2	-1	-4	3
O=C1NC[C@H](c2ccccc2)OC(=O)[C@@H](Cc2ccc(F)cc2)CC/C=C/C[C@@H]1CC(=O)N(CCO)Cc1ccccc1	-5.1	8	-3	8	1	-4	0.6	-4	-4	24
CC(C)(CCl)C(=O)Nc1ccnc(-c2ccncc2)n1	-1.1	-2	0	-2	-4	0	-0.6	-1	nt	5
CCOC(=O)c1nn(-c2ccc(F)cc2)c2c1CC/C2=C/c1ccccc1	-0.9	-12	-2	9	3	3	0.8	3	-1	6
O=C(CC1COc2ccccc2O1)NCCc1ccccc1 (stereo not drawn)	-3.0	-7	0	0	0	4	0.6	-1	-4	18
CC(=O)NC(C)c1nc2ccccc2n1CC(=O)N1C(C)CCCC1C (stereo not drawn)	nt	nt	nt	-10	-1	-6	1.0	4	-5	nt
c1ccc(-c2cc(-c3ccccc3)ncn2)cc1	-1.5	12	-1	6	2	-2	-1.2	0	nt	8
O=C(O)C1CC=CCC1C(=O)NC1CCCCC1 (stereo not drawn)	-3.4	0	4	-4	2	-1	1.0	-1	2	16
CCCOC(=O)CC1C(=O)NCCN1Cc1cc(OC)cc(OC)c1 (stereo not drawn)	-0.9	22	-4	-9	3	1	0.6	2	2	4
CC1=C(C(=O)OC2CCCCCCC2)C(c2ccc(O)cc2)NC(=O)N1 (stereo not drawn)	1.0	22	-2	-2	-11	3	0.4	0	-6	-6
CCOc1ccc(OCCC(=O)OCC(=O)Nc2ccc(C)c(S(=O)(=O)N3CCCCC3)c2)cc1	0.7	6	-4	-5	-7	-3	-0.3	1	-5	-4
CCOc1ccc(Nc2nc(Cl)nc(NCCO)n2)cc1	-1.4	-4	2	-2	-6	2	-1.2	0	nt	7
Cc1cc(NC(=O)CN2CCN(C/C=C/c3ccccc3)CC2)c([N+](=O)[O-])cc1C	-0.5	3	-1	12	9	-2	2.3	-1	-2	3
COCCN(C(=O)c1cc(Cl)ccn1)c1c(N)n(Cc2ccccc2)c(=O)[nH]c1=O	0.2	-3	-4	-8	3	0	0.9	-4	0	-1
O=[N+]([O-])c1cc2ccccc2nc1-c1ccccc1	-0.3	4	-1	3	-9	1	-0.8	1	3	2
Cc1ccc(NC(=O)CCc2nnc3ccc(N4CCN(C)CC4)nn23)cc1F	-2.0	5	-1	-4	-1	-2	1.2	-5	-1	10
N#Cc1c(Sc2ncc(C(F)(F)F)cc2Cl)nsc1C/C=N\OCc1ccccc1Br	0.8	-4	1	-7	5	-2	2.3	3	-7	-4
COc1ccc(CCNCc2ccc(-c3ccccc3)cc2)cc1OC	2.1	18	1	-9	1	-4	-0.3	-1	-24	-10
CN1C(=O)S/C(=C/c2cccnc2)C1=O	-0.8	-5	2	-10	7	-8	0.4	3	-12	4
O=C(CN1C(=O)CSc2ccc(S(=O)(=O)N3CCOCC3)cc21)NCc1ccc(F)cc1	-2.0	2	-1	-6	-2	-2	-0.7	-2	5	10
Cc1cc(C(c2nnnn2Cc2ccccc2)N2CCOCC2)c(C)n1-c1ccc2c(c1)OCO2 (stereo not drawn)	-1.0	15	-6	-2	2	-4	0.0	0	-3	5
COc1ccc(CC(=O)NCC2CCCN(Cc3ccc(F)c(OC)c3)C2)cc1 (stereo not drawn)	-1.0	0	0	-7	8	-5	-0.7	-2	-2	5
COc1cc(NC(=O)c2c3c(nc4ccccc24)CCC3)cc(OC)c1	-1.2	-15	-2	-1	3	-2	-1.1	-3	-6	6
Nc1cc(-c2nc3ncccc3o2)ccc1Cl	-1.1	16	-4	4	3	1	-0.2	-4	18	6

Single records, from the list above.
O=C(CN1C(=O)CSc2ccc(S(=O)(=O)N3CCOCC3)cc21)NCc1ccc(F)cc1 reads OPRM1-OPRD1 ag: -2.0; HTR5A inv ctr: 2; HTR5A ag ctr: -1; RTF Ca sens inh: -6; RTF Ca sens act: -2; Keap1 Nrf2 FP: -2; C-LANA FP: -0.7; V-ATPase pH: -2; CAL PDZ FP: 5; OPRM1-OPRD1 inv: 10
N#Cc1c(Sc2ncc(C(F)(F)F)cc2Cl)nsc1C/C=N\OCc1ccccc1Br reads OPRM1-OPRD1 ag: 0.8; HTR5A inv ctr: -4; HTR5A ag ctr: 1; RTF Ca sens inh: -7; RTF Ca sens act: 5; Keap1 Nrf2 FP: -2; C-LANA FP: 2.3; V-ATPase pH: 3; CAL PDZ FP: -7; OPRM1-OPRD1 inv: -4

Next records follow.
SMILES	OPRM1-OPRD1 ag	HTR5A inv ctr	HTR5A ag ctr	RTF Ca sens inh	RTF Ca sens act	Keap1 Nrf2 FP	C-LANA FP	V-ATPase pH	CAL PDZ FP	OPRM1-OPRD1 inv
O=C(CCCNS(=O)(=O)c1ccc(Br)cc1)N1CC[C@@]2(O)CCCC[C@H]2C1	0.7	-13	4	-4	4	-3	-0.2	1	-8	-4
O=S(=O)(c1ccccc1)N1CCN(c2ncccn2)CC1	2.5	10	8	-6	8	-7	-0.7	3	nt	-13
CCc1ccccc1NCC(=O)Nc1ccc(Cl)c(C(F)(F)F)c1	0.0	-9	3	13	-4	-1	-0.9	-1	0	0
CC(C)[C@H](NC(=O)OCc1ccccc1)C(=O)OCC(=O)N1CCN(c2ccc(F)cc2)CC1	2.6	-13	5	-3	3	5	-1.2	6	1	-10
CCN(CC(=O)Nc1ccc2c(c1)OCCO2)C(=O)C1CCCCC1	-1.6	22	4	-8	4	-3	-1.3	-1	-1	9
O=C(CSc1nnc(CN2CCCCC2)n1-c1ccccc1)c1ccc2c(c1)OCO2	-1.4	4	3	-2	4	-4	1.6	-4	0	8
CNc1cnn(-c2ccc(C)cc2)c(=O)c1Sc1ccc(C)cc1	-3.2	19	4	1	-2	1	0.0	-1	-2	16
